KDM5B inhibitor – Primary screen for KDM5B Histone Demethylases FDH-coupled qHTS. Potency, µM (top dose mostly 57.7 µM), for inactives: top-dose activity change, negative = inhibition, usual class: inhibitors. KDM5B demethylase, FDH-coupled NADH fluorescence (FDH is formaldehyde dehydrogenase). 2.6% of 220,000 active. Lysine-specific demethylase 5B (Homo sapiens), Q9UGL1; active means well fitted inhibition curve with a large enough effect; inconclusive means small, poorly fitted or top-dose-only effect; inactive means no such curve, though single readings can be large or run the other way; further: 0% is about no effect; nearly all actives have a fitted effect of over 70% in size
Target sequence (Q9UGL1 whole entry, looked up): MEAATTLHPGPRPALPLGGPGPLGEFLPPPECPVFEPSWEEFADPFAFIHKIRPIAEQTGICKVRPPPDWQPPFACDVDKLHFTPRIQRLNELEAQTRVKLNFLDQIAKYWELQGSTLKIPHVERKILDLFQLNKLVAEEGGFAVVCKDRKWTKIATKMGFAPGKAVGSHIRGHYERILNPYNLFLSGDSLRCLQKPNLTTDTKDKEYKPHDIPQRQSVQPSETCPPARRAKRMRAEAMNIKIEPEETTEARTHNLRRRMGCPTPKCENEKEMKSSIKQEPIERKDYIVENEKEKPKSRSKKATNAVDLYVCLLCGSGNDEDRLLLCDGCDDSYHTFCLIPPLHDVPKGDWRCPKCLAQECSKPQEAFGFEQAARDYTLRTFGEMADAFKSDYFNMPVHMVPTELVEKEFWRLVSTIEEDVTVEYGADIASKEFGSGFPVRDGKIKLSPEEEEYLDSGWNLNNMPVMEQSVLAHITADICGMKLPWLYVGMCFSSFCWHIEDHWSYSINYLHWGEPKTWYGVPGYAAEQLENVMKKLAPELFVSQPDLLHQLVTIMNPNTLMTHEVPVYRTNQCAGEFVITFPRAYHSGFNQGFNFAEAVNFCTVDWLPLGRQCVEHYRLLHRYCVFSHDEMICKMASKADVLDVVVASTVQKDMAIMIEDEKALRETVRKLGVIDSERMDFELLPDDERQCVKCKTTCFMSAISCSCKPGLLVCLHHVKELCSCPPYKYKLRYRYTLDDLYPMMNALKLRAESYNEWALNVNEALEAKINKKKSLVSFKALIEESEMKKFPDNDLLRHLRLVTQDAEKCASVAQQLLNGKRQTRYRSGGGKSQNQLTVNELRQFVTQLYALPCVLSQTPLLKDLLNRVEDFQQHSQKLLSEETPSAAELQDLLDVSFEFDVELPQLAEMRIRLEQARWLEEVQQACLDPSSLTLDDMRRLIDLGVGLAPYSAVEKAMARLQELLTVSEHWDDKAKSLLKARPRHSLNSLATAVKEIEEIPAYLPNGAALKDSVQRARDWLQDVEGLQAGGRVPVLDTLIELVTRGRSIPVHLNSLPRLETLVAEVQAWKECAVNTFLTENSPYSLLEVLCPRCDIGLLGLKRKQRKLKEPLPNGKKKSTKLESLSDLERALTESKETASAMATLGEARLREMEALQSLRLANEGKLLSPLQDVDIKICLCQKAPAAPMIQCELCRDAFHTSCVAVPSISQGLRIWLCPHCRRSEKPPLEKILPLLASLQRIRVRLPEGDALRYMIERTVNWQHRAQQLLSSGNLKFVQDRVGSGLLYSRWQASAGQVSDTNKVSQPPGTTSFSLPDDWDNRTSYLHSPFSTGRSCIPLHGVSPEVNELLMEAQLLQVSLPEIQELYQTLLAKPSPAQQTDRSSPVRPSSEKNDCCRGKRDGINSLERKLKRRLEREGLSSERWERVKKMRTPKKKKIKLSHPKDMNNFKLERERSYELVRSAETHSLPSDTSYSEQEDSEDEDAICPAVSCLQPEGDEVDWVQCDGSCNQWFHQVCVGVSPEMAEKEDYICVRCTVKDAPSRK
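Coupled FDH/NAD⁺ fluorescence readout. KDM5BΔAP 200 nM final; compound titration, 10 min RT preincubation; substrate mix 12.5 µM H3K4me3, 25 µM 2-OG, 50 µM Fe(II), 100 µM ascorbate, 0.25 mM NAD⁺, 0.25 U/mL FDH; ΔRFU over 30 min.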
The depositor's hits bear a star; u = inconclusive; & = joins results of further samples; [ ] = dose if it differs, or a comment. Potency means the concentration at half of the fitted maximal effect. Some of the compounds tested; count on the stated rates, not on these rows.

SMILES | KDM5B inhibitor
COc1ccccc1N(C(=O)CNC(=O)c1ccco1)C(C(=O)NC1CCCC1)c1ccco1 (centres undefined) | 8%
COc1ccc(NC(=O)Cn2cc(S(=O)(=O)c3ccccc3)c(=O)c3cc(C)ccc32)cc1Cl | u
CCc1cccc(NC(=O)CN2Cc3ccccc3C2=O)c1 | -47%
CC(=O)CSc1nnc2cc(C)c3cc(C)cc(C)c3n12 | u
COCCC1(NS(=O)(=O)c2cccnc2)CCN(S(C)(=O)=O)CC1 | -8%
O=C1NC2(CCN(Cc3cccc4ccccc34)C2)Oc2ccccc21 (centres undefined) | -7%
COc1cccc(NC(=S)NC(=O)Cc2ccccc2)c1 | -23%
Cc1noc(C)c1CC(=O)N1CCCC(COc2ccccc2C(=O)NC2CC2)C1 (centres undefined) | -4%
O=S(=O)(CCSc1ccc(C(F)(F)F)cn1)c1ccccc1 | 8%
COc1ccc(C(=O)N2CCC3(C2)C(=O)N(C)c2ccccc23)cc1 (centres undefined) | -14%[86.2 µM]
COc1ccc(C(=O)N2C[C@@H]3C[C@H]2C(=O)Nc2ccccc2O3)cc1 | -2%[86.2 µM]
Cc1ccc(CN(C)C(=O)c2cc(S(=O)(=O)Nc3ccc(C)cc3)ccc2C)cc1 | -2%
CC(=O)NCC(=O)N1Cc2ccccc2CC2(CCN(C)C2)C1 (centres undefined) | -9%[149 µM]
Cc1cc(=O)oc2cc(OCC(=O)NC3CCCCC3)ccc12 | u
Cc1cccc(Cn2cc3c(=O)n(CC(=O)Nc4cccc(C)c4C)nc-3c3cc(F)ccc32)c1 | -6%
COc1ccccc1NC(=O)CC1Sc2ccc(C(F)(F)F)cc2NC1=O (centres undefined) | 6%
O=C(CC1CCOCC1)NCc1ccc(F)cc1 | -9%
O=C(NCC(=O)N(Cc1ccc(F)cc1)C(C(=O)NCC1CCCO1)c1ccccc1)c1ccco1 (centres undefined) | -3%
Cc1ccccc1NC(=O)c1c(NC(=O)C(F)(F)F)sc2c1CCCCC2 | u
CCN1CCN(C(=O)c2ccc3c(c2)N(Cc2ccc(Cl)cc2)C(=O)c2ccccc2S3(=O)=O)CC1 | -13%
O=C(CCc1cccnc1)NC12CC3CC(CC(C3)C1)C2 | 22%
Cc1ccc(/C=N/n2c(-c3cccc(Cl)c3)n[nH]c2=S)o1 | u
O=C(c1n[nH]c2c1CCCCCC2)N1CCc2nc3cc(-c4ccccc4)[nH]n3c(=O)c2C1 | u
COc1cc(C2c3c(oc4ccccc4c3=O)C(=O)N2c2nncs2)cc(OC)c1OC (centres undefined) | u
C#Cc1cccc(NC(=O)c2ccc(OCC=C)cc2)c1 | -14%
Cc1ccc(-c2nn(C)c(=O)c3ccccc23)cc1CNC(=O)c1ccccc1Cl | -1%
COc1ccc(CN2CCCC3(CN[S+](=O)([O-])c4ccccc4N3)C2)cc1 (centres undefined) | -5%
Cc1cc(-c2ccccc2)nc(SCC(=O)c2ccc3c(c2)OCCCO3)n1 | 2%
COCCNC(=O)c1cc2cc(S(=O)(=O)N(C)C)ccc2n1C | -13%
CCOC(=O)c1c(C)c(CCC(=O)NCCN2CCOCC2)c(C)n1C | 12%
Cn1c(NC(=O)c2ccco2)c(-c2ccccc2)c(=O)c2ccccc21 | -5%
CC(C)(C)CC(=O)Nc1ccc([C@@H](O)[C@H]2COCC(=O)N2Cc2ccccn2)cc1 | -10%[86.2 µM]
COc1cc(C(C)NC(=O)c2c(C)noc2C)cc(OC)c1OC (centres undefined) | 18%
Cc1cc(OCc2n[nH]c(=S)n2CC2CCCO2)cc(C)c1Cl (centres undefined) | -8%
O=C(Cn1cc(Br)c(=O)[nH]c1=O)N1CCC2(CC1)OCCO2 | 10%
CCNc1c(NS(=O)(=O)c2ccc(F)c(F)c2)c(=O)oc2ccccc12 | -4%
COc1ccc(Nc2cc(C(=O)NCCCN(C)Cc3ccccc3)c3ccccc3n2)cc1 | -27%
CNC(=O)[C@@H]1CN(C(=O)C2(c3ccccc3)CC2)C[C@H]1c1n[nH]c(C)n1 | 18%
COc1cnc(-c2ccccn2)nc1Oc1cccc(C(F)(F)F)c1 | 19%
O=C(CCCc1ccccc1)N1C[C@@H](CO)[C@H](c2ccncc2)C1 | 9%
Cc1ccccc1-n1ncc(C(C)NS(=O)(=O)c2ccccc2Cl)c1C (centres undefined) | 2%
Cc1cc(C(=O)Nc2ccccc2Cc2ccccc2)cs1 | 16%
CCOc1ccccc1CNC(=O)C(CC)n1nc(C)c2c(C)n(-c3ccccc3)nc2c1=O (centres undefined) | u
COc1ccc(-c2cc(=O)oc3cc(OCC(=O)N4CCC(O)CC4)ccc23)cc1 | -5%
O=C(CC[C@@H]1CNC(=O)[C@@H]2C[C@H](NC(=O)c3cccc(F)c3)CN12)NCc1cccnc1 | 5%[86.2 µM]
CCOc1ccc(-c2nc(CNC(=O)NC3CCCCC3)c(C)o2)cc1 | -17%
COc1ccc(C(C)=O)cc1CSCc1coc(-c2ccc(C)cc2)n1 | -2%
COc1ccc(/C=N\NC(=O)c2ccccc2Br)cc1COc1ccc(F)cc1 | -53%
N#Cc1ccc(C(=O)NCc2ccc3c(c2)CCN3C(=O)c2ccc(F)cc2)cc1 | -14%
CC(C)CCN1C(=O)CC[C@]2(C(=O)NCc3cccnc3)CCCC[C@@H]12 | -10%

Other records:
SMILES | KDM5B inhibitor
Cc1c(OC(C)C(=O)O)ccc2c3c(c(=O)oc12)CCCC3 (centres undefined) | u
CCC(NC(=O)c1csc(C)c1-c1ccccc1)c1ccc(C(C)C)cc1 (centres undefined) | -13%
CCc1cc(C(c2ccc(F)cc2)N2CCN(CC)CC2)c(NC(=O)c2ccco2)s1 (centres undefined) | -27%
CCOCCCNC(=O)c1ccc(/C=C2\Oc3ccccc3N(C)C2=O)cc1 | u
COc1ccccc1C(=O)Nc1ccc2c(c1)CN(Cc1ccccc1)C(=O)C(C)O2 (centres undefined) | -18%
O=C(Nc1c(C(=O)Nc2ccc(F)cc2)oc2ccccc12)c1ccccc1F | u
O=C(NC(=S)Nc1ccc(Br)cn1)c1cccnc1 | 20%
Cc1ccc2[nH]cc(C(C(=O)O)N3CCN(c4ccc(F)cc4)CC3)c2c1 (centres undefined) | -3%
Cc1ccc(NC(=O)C(=O)NCCc2csc3nc(-c4ccccc4C)nn23)cc1Cl | 12%&-4%
CCc1ccccc1NC(=O)CN(C)C(=O)c1cc(=O)c2cc(C)ccc2o1 | -7%
CC(C)n1ncc2cc(C(=O)NCc3ccccc3OC(F)F)cnc21 | -8%
O=S(=O)(c1cccc(F)c1)N1CCCC(Cn2c(C3CC3)nc3cccnc32)C1 (centres undefined) | -6%
CCn1c(=O)c(=O)n(CC)c2cc(N3CCCCC3)c(NC(=O)c3ccc(Cl)cc3)cc21 | 34%&-4%[activator]
Cc1ccc(C2Cn3nnc(C(=O)N4CCC(C(=O)NCC5CCCCC5)CC4)c3CO2)cc1 (centres undefined) | -1%
Cc1cc(Cl)ccc1OCc1nc(-c2ccc(-n3cccc3)cc2)no1 | -13%
Cc1cc(C)cc(OC(=O)c2cc(-c3ccc(Cl)cc3)on2)c1 | -6%
CC1CCN(C(=O)COC(=O)c2ccccc2NC(=O)c2ccco2)CC1 | u
CCC(CC)N1CC[C@H](CO)[C@H](NC(=O)c2ccccc2)C1 | -16%
CCOC(=O)c1cc2c(=O)n3ccccc3nc2n(CCCOC)c1=NC(=O)c1c(-c2c(F)cccc2Cl)noc1C | u
O=C(O)c1ccc(/C=N/Nc2ccc(S(=O)(=O)N3CCCC3)cc2[N+](=O)[O-])cc1 | 1%
COc1ccc(CNC(=O)C2CCCC2)cc1 | 8%
Cc1c(C(=O)Nc2nc(-c3cccs3)ns2)oc2ccccc12 | 4%
O=C(O)CCC(=O)OCCc1ccccc1 | 15%
CCOC(=O)N1CCC(NC(=O)c2cc3c(OC)cccc3[nH]2)CC1 | u
COc1cccc2cc(-c3csc(Nc4ccc(O)cc4)n3)c(=O)oc12 | -21%

Next part:
Compound | KDM5B inhibitor
CC(C)NC(=O)c1cnc2n[nH]c(-c3ccccc3)c2n1 | u
CCn1c2c(c(=O)n1Cc1ccccc1)CCN(C(=O)c1scnc1C)C2 | -16%[86.2 µM]
O=C(O)CN1C(=O)/C(=C\c2cc(Br)ccc2OCc2ccc([N+](=O)[O-])cc2)SC1=S | u
C/C(=C\c1ccccc1)C(=O)Nc1ccccc1C(C)C | 33%[activator]
Cn1c(=O)c2c(nc(Br)n2Cc2ccc(Cl)cc2)n(C)c1=O | 17%
CCN(CC)S(=O)(=O)c1cc(C(=O)O)ccc1OC | -18%
O=C(NCc1cccs1)c1c[nH]c2ncccc12 | 23%[86.2 µM]
O=[N+]([O-])c1cc2cccnc2c2ncccc12 | 20%
OC1CCOC2(CCN(Cc3ccccc3OC(F)(F)F)CC2)C1 (centres undefined) | 24%
O=C(CSc1nc2nccnc2c(=O)n1CCc1ccccc1)Nc1ccccc1 | -8%
CC1=C(C(=O)Nc2ccccc2)C(c2cccnc2)n2nc(SCc3ccccc3Cl)nc2N1 (centres undefined) | -24%
c1ccc(OCCNCC2CCCO2)cc1 (centres undefined) | 10%
COC(=O)C1=CN(C(C)C)C=C(C(=O)OC)C1c1ccc(C)s1 | u
COc1ccc(NC(=O)Cc2c[nH]c3ncc(-c4ccccc4C)cc23)cc1 | u
Cc1cccc(-c2nnn3c2nc(NCCC(C)C)c2ccccc23)c1 | -11%
COc1ccc(-c2noc(-c3nnn4c3COC(c3ccc(C)cc3C)C4)n2)cc1 (centres undefined) | 16%
N#Cc1ccc(C(=O)N2CCC3(CC2)NC(=O)N(Cc2cccc(Cl)c2)C3=O)cc1 | u
CCOC(=O)N1CCN(S(=O)(=O)c2cc(C(C)C)c(C)cc2OCC)CC1 | 11%
Cc1ccccc1NC(=S)NNC=O | 26%
Cc1ccn(CC(=O)N2C[C@@H](CO)[C@H](c3nc(C4CC4)no3)C2)n1 | -12%
COc1ccc(-c2c(C(F)(F)F)oc3cc(OCC#N)ccc3c2=O)cc1OC | 6%
CCc1noc(CC2CCOC3(CCN(S(=O)(=O)c4cc(F)ccc4C)CC3)C2)n1 (centres undefined) | -10%
CC(CCc1ccccc1)NC(=O)COC(=O)c1ccc2c(c1)NC(=O)CS2 (centres undefined) | -23%
Cc1ccc(NC(=O)CSc2nnc(-c3cccs3)n2-n2cccc2)cc1C | -13%
Cc1nc(C(=O)N2CC[C@H](NC(=O)c3snnc3C)C[C@H]2C(=O)N[C@H](CC(C)C)C(N)=O)cs1 | -15%
Cc1ccc(-n2c(=O)c3c(c4cc(C)ccc4n3C)n(CC(=O)Nc3ccc(F)cc3)c2=O)cc1 | u
CCCCNC(=O)c1ccccc1SCc1c(C)noc1C | 18%
CCCc1nn2cc(-c3ccc(C)c(C)c3)nc2s1 | 4%
CCN(Cc1cccs1)C(=O)NC(C)c1cccc(Br)c1 (centres undefined) | 16%
Cc1nc2cc(NC(=O)c3cccc(Cl)c3Cl)ccc2o1 | 3%

5 structures from above, ordered by heavy-atom count, high to low.
Compound | KDM5B inhibitor
O=C(O)c1ccc(/C=N/Nc2ccc(S(=O)(=O)N3CCCC3)cc2[N+](=O)[O-])cc1 | 1%
Cc1ccc(NC(=O)CSc2nnc(-c3cccs3)n2-n2cccc2)cc1C | -13%
COc1cnc(-c2ccccn2)nc1Oc1cccc(C(F)(F)F)c1 | 19%
C/C(=C\c1ccccc1)C(=O)Nc1ccccc1C(C)C | 33%[activator]
CCN(CC)S(=O)(=O)c1cc(C(=O)O)ccc1OC | -18%

6 entries from above, with values ahead of the structure:
KDM5B inhibitor,structure
-13%,Cc1cc(Cl)ccc1OCc1nc(-c2ccc(-n3cccc3)cc2)no1
-6%,Cc1cc(C)cc(OC(=O)c2cc(-c3ccc(Cl)cc3)on2)c1
u,CC1CCN(C(=O)COC(=O)c2ccccc2NC(=O)c2ccco2)CC1
-16%,CCC(CC)N1CC[C@H](CO)[C@H](NC(=O)c2ccccc2)C1
u,CCOC(=O)c1cc2c(=O)n3ccccc3nc2n(CCCOC)c1=NC(=O)c1c(-c2c(F)cccc2Cl)noc1C
1%,O=C(O)c1ccc(/C=N/Nc2ccc(S(=O)(=O)N3CCCC3)cc2[N+](=O)[O-])cc1

The results go on:
Compound | KDM5B inhibitor
O=C1CC(c2cccc(O)c2)c2cc3c(cc2N1)OCO3 (centres undefined) | -9%
CCOC(=O)N1CCN(CC(=O)Nc2oc3ccccc3c(=O)c2-c2ccc(F)cc2)CC1 | -29%
O=S(=O)(Nc1ccc(-c2ccc(N3CCOCC3)nn2)cc1)c1cccc(F)c1 | -32%
COc1cc(NC(=O)CSc2nc3nc(C)c(Cc4ccc(C)cc4)c(C)n3n2)cc(OC)c1OC | u
Cc1ccc(C(C)C)c(OCC(=O)N2CCN(c3ncccn3)CC2)c1 | 1%
CCOc1ccccc1CN1CCC(C)(c2noc(C3CCOCC3)n2)CC1 | -19%
COC(=O)C1=C(C)N=C2SC=C(CC(=O)Nc3ccc(F)cc3)N2C1c1ccc(OC)cc1OC (centres undefined) | u
CCc1ccccc1NC(=O)N1CC(c2nnc(-c3ccncc3)o2)C2(CCOCC2)C1 (centres undefined) | -2%
CN(C)c1cccc(C(=O)Nc2ccc(-c3nnc4n3CCCC4)cc2)c1 | u
CC1(C(=O)NCc2cccnc2)CCCc2cnc(Nc3ccccc3F)nc21 (centres undefined) | 7%[86.2 µM]
O=C(NCC1CCCO1)Nc1c(NC2CCCCC2)c2ccccc2oc1=O (centres undefined) | 15%
CS(=O)(=O)N[C@@H]1[C@@H](NC(=O)CCC2=NNC(=O)CC2)[C@H]2CCO[C@H]21 | -12%
COc1ccc(-c2nc3sc(CCNS(=O)(=O)c4ccccc4)c(C)n3n2)cc1 | -4%
CCc1cccc(NC(=O)c2c(-c3ccccc3Cl)noc2C)c1 | 4%

High-throughput results (PubChem)
